# Screening data (PubChem)
# CHT allo act = allosteric activators of human choline transporter CHT; Q9GZV3; CHT-expressing cells, membrane potential dye, choline EC20; stronger effect = higher value; LV-AA mutant CHT in HEK293 cells; B-score at 10 µM; 310,000 compounds, 0.49% hits;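 active = initial fluorescence not abnormally high and integrated response B-score, plate-corrected, over 3 SD above library mean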
# Target sequence (Q9GZV3 whole entry, looked up): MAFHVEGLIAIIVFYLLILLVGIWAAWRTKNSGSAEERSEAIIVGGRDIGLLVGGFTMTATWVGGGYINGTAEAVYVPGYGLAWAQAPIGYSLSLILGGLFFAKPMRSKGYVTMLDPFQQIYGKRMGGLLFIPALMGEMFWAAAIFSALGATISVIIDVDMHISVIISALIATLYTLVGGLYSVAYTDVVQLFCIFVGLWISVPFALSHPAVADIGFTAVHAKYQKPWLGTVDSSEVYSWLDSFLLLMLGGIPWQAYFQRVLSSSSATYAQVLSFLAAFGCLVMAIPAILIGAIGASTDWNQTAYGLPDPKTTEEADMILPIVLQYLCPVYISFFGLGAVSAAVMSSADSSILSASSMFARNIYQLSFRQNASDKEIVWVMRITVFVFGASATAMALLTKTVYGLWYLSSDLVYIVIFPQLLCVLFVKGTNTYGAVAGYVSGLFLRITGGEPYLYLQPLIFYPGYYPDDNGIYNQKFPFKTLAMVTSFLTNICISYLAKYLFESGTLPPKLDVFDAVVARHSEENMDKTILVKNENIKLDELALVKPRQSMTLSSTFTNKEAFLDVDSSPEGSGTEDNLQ
# OX1R antag-1 = blocks the human orexin 1 receptor; O43613; inhibition, % at 6.6 µM; 330,000 compounds, 1.8% hits; AID 485270; OX1R-expressing cells, FRET antagonist read-out; in the data active = inhibition mostly above about 38%, no sharp cut-off; inactive = mostly below about 40%;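 also: 0% = agonist challenge alone and 100% = reference antagonist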
# Target sequence (O43613 whole entry, looked up): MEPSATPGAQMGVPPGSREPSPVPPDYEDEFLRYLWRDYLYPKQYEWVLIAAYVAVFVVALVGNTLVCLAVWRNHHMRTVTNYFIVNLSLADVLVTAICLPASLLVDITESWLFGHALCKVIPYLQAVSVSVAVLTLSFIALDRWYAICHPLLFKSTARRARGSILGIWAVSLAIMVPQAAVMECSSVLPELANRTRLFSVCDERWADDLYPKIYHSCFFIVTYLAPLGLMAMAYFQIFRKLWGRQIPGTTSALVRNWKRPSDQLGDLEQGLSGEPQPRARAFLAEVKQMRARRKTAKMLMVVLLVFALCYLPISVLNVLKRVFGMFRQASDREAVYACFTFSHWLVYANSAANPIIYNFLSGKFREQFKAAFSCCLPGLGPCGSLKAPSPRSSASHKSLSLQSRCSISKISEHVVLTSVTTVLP
# OX1R antag-2 = blocks the human orexin 1 receptor | CHO/OX1R cells, Fluo-8 calcium fluorescence, orexin A | O43613 | 330,000 compounds, 0.43% hits | AID 434989 | inhibition, % at 5 µM;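 active = inhibition above its plate's threshold, mean inhibition of all tested compounds on the plate plus 3 SD, cut at about 37% in these data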;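 also: 0% = orexin A challenge wells and 100% = SB-334867-A antagonist wells; not every result past the cut was called active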
# Numbers without * were called inactive; i = inactive; · = not tested or not shown; & = joins results of further samples.
SMILES,CHT allo act,OX1R antag-1,OX1R antag-2
CCCCOC(=O)C1[C@H]2C(=O)N(CCc3ccccc3)C[C@]23C=C[C@H]1O3 (some centres undefined),i,-1,-22
O=C(O)C1C2C=CC(O2)C1C(=O)NCCC1=CCCCC1 (centres undefined),i,4,-11
O=C(CCC1CCN(C(=O)c2cccc(Cl)c2F)CC1)Nc1ccccc1,i,28,0
CCOC(=O)C1(Cc2cccc(OC)c2)CCCN(C(=O)CSC)C1 (centres undefined),i,13,-15
c1ccc(-c2csc(Nc3nc(N4CCOCC4)nc(N4CCOCC4)n3)n2)cc1,i,5,-33
O=C(NCc1ccc2c(c1)OCO2)C(=O)Nc1ccccc1,i,6,-11
CCCCNC(=O)C(=O)NCCCn1ccnc1,i,2,-2
C=CCn1c(SCC(=O)Nc2ncc(Cc3ccc(Br)cc3)s2)nnc1-c1ccncc1,i,15,-21
CSC1=N/C(=C/c2cccnc2)C(=O)N1Cc1ccc(Cl)cc1,i,10,-32
CCSc1nc2ccccc2[nH]1,i,13&18,0&0
NS(=O)(=O)c1ccc(NC(=O)COC(=O)C2CC2)cc1,·,5,0
Cc1ccc2cc(C3C(C#N)=C(N)Oc4c3ccc3cccnc43)c(=O)[nH]c2c1 (centres undefined),i,45*,-12
C/C(=C\C(=O)C(F)(F)F)Nc1ccc(C(F)(F)F)cc1,i,-1,3
CSCCC(Nc1nc2ccccc2s1)C(=O)O (centres undefined),i,28,-18
CC1CCCC(N2CCN(S(=O)(=O)c3ccccc3)CC2)C1 (centres undefined),i,22,-14
COc1cccc2sc(N3CCN(c4nc5ccccc5s4)CC3)nc12,i,14,-18
Cc1ccccc1Nc1c(N)c(=O)oc2ccccc12,i,14,-4
Cc1cc(C)nc(NS(=O)(=O)c2ccc(-n3cccc3)cc2)n1,i,11,-14
Cc1ccc(O)c(C(=O)c2cnc3c(c2)CN(CCC(C)C)C(=O)N3)c1,i,13,-24
Cc1cccc2c1N(CCCOc1ccccc1)C(=O)C2=O,i,13,-12
O=C(Nc1nnc(-c2cc(Cl)ccc2Cl)o1)C1=COCCO1,i,22,-17
Cc1cccc(NC(=O)CCS(=O)(=O)c2ccccc2)n1,i,12,-10
COc1ccc(C2CC(Cn3cc(C#N)c(=O)n(C)c3=O)ON2C)cc1 (centres undefined),i,15,2
COc1ccc(CCNC(=O)CSc2nnc(Cn3c(=O)sc4ccccc43)n2C)cc1OC,i,18,-13
CCC(=O)Nc1ccc(NC(=O)c2c(C)nc3ccccn23)cc1,i,24,9

# (cont.)
SMILES,CHT allo act,OX1R antag-1,OX1R antag-2
CCn1c(=O)c(C(=O)NCc2cccnc2)c(O)c2ccccc21,i,9,-33
O=C1Nc2ccc([N+](=O)[O-])cc2OC1CCN1CCN(c2ccccc2)CC1 (centres undefined),i,46,-10
CCOC(=O)c1nc(NCCc2ccccc2)sc1C,i,19,-25
COc1ccc(/C=N/c2c(-c3ccco3)nc3ccccn23)cc1OC,i,21,-4
CCc1ccc(NC(=O)CS(=O)CC(=O)Nc2ccc(N3CCOCC3)cc2)cc1 (centres undefined),i,16,-7
CC(C)=CC1C=C(C)C(C)C2C(=O)NNC(=O)C12 (centres undefined),i,22,-22
CC(Oc1ccc2c3c(c(=O)oc2c1)CCCC3)C(=O)NCC1CCC(C(=O)O)CC1 (centres undefined),i,6,-10
Cc1cc(=O)[nH]c(SCc2nc3ccccc3n2Cc2ccccc2)n1,i,18,-40
O=C(COC(=O)Cc1ccccc1F)NC(=O)NC1CCCC1,·,1,-26
CCCCCc1ccc(-c2ccc(/C=C/C(N)=O)cc2)nc1,i,3,-3
COCCn1c(C)cc(C2=NNC(=NC(C)(C)C)SC2)c1C,i,1,-15
Cc1sc2ncnc(N3CCC(C(=O)Nc4nc(-c5cccs5)cs4)CC3)c2c1C,i,16,-34
O=C(CCC1COc2ccccc2O1)Nc1ccc(Cl)cn1 (centres undefined),i,27,-8
COc1ccc2oc(=O)c(C(=O)NCc3ccccc3)cc2c1,i,8,-25
O=C(Nc1ccc(-c2nc3ccc(NC(=O)c4cccs4)cc3[nH]2)cc1)c1cccs1,i,29,-7
COc1ccccc1C(=O)C1CCCN(C(=O)CN2CCCCC2=O)C1 (centres undefined),i,-2,-13
COc1ccc(C(C#N)N2N=C(C)CC2c2ccccc2)cc1OC (centres undefined),i,-4,3
OCCC1CN(C2CCN(c3ccccc3F)CC2)CCN1Cc1ccccc1 (centres undefined),i,10,-23
COc1ccc2c(Cl)c(-c3nnc(SCC(=O)c4ccccc4)n3C)sc2c1,i,41,6
CCOC(=O)N1CCN(C(=O)CSc2ccc(C(=O)OC)cc2[N+](=O)[O-])CC1,i,35,-30
CCO[C@@H]1OC(C(=O)O)=C[C@H](c2ccc(Br)cc2)[C@H]1CCCO,i,5,9
Cc1ccnc(NC(=O)CC(c2ccccc2)c2ccccc2)n1,i,31,-23
CCCS(=O)(=O)N1CCN(c2ccccn2)CC1,i,6,0
CCC(=O)c1ccc(N2CCN(C(=O)Cc3ccccc3)CC2)c(F)c1,i,27,-8
CCc1ccc(-c2nc(NC(=O)c3ccc(OCC(=O)Nc4ccc(F)cc4)c(OC)c3)sc2C)cc1,i,16,-21

# Some of the entries above, set out differently:
# Value order: CHT allo act | OX1R antag-1 | OX1R antag-2
- CCn1c(=O)c(C(=O)NCc2cccnc2)c(O)c2ccccc21
    i | 9 | -33
- O=C1Nc2ccc([N+](=O)[O-])cc2OC1CCN1CCN(c2ccccc2)CC1 (centres undefined)
    i | 46 | -10
- CCOC(=O)c1nc(NCCc2ccccc2)sc1C
    i | 19 | -25

# The results go on.
SMILES,CHT allo act,OX1R antag-1,OX1R antag-2
CSc1ncc(Cl)c(C(=O)Nc2ccccc2Br)n1,i,19,-21
COc1ccc(-n2nc(C(=O)NCC(=O)N3CCN(c4ccccn4)CC3)c3ccccc3c2=O)cc1OC,i,14,-24
CCC(C)NCc1ccc(C(=O)OC)o1 (centres undefined),i,9,-1
CC1CN(S(=O)(=O)c2ccc(C(=O)N3CCc4ccccc43)cc2)CC(C)O1 (centres undefined),·,5,-6
O=C(Cn1cc(SCc2cccc(Cl)c2)c2ccccc21)N1CCOCC1,i,13,-16
CCc1ccc(CNC(=O)C2CCC(=O)N(CCc3ccc(Cl)cc3)C2)nc1 (centres undefined),i,-6,-16
Cc1sc2ncnc(SCC(=O)N3c4ccccc4Sc4ccc(Cl)cc43)c2c1C,i,3,-17
Cc1cc(/C=C(\C#N)C(=O)N2CCOCC2)c(C)n1C1CCCC1,i,13,-22
O=C(C1CC1c1ccccc1)N1CCOCC1 (centres undefined),i,6,-6
O=C(CCC(=O)N(CC(=O)NC1CCCC1)c1ccc(F)cc1)Nc1nccs1,i,16,-13
O=C(C[n+]1ccc(C(=O)NCCCO)cc1)c1cccc(Br)c1,i,2,-11
Cc1ccc(OC(=O)c2cccc(C(=O)Oc3ccc(C)cc3)n2)cc1,i,15,-3
NC(=O)CC(NC(=O)Cc1ccc(Cl)cc1)c1ccc(NCCN2CCOCC2)c([N+](=O)[O-])c1 (centres undefined),i,11,-9
CC(Sc1nc(-c2ccccc2)nc2c1COC(C)(C)C2)C(=O)N1CCOCC1 (centres undefined),i,9,-22
COc1cc2[nH]c(=O)n(CCCCCC(=O)NCCCN3CCCC3=O)c(=O)c2cc1OC,i,4,-13
COc1cccc(-c2noc(C(C)n3nc(C)c([N+](=O)[O-])c3C)n2)c1 (centres undefined),i,12,-8
O=C(COc1ccccc1)N1CCN(S(=O)(=O)c2cccs2)CC1,i,15,-1
CN(C)S(=O)(=O)c1cccc(COC(=O)CN2C(=O)NC3(CCCC3)C2=O)c1,i,5,-14
O=C(Cn1c(=O)c2cccn2c2ccccc21)NCCCN1CCCCC1,i,29,-10
O=C(Cn1nc(-c2ccc(Cl)cc2)ccc1=O)NCC1CCCO1 (centres undefined),i,7,-7
Cc1cccc(N(CC(=O)NC2CCCCC2)C(=O)c2ccc(C)s2)c1,i,35,-28
Cn1c(-c2cccc(Br)c2)n[nH]c1=O,i,1,-12
Cc1ccc(-n2c(SCC(=O)N3CCCC3)nc3c(c2=O)SCC3)cc1,i,20,-14
CN1CCN(/C=C(\C#N)S(=O)(=O)c2ccc(Cl)cc2)CC1,i,3,-5
CN(CC(=O)NC1CCCc2ccccc21)S(=O)(=O)c1cccs1 (centres undefined),i,16,-17

# Whole records from above. Values in the order: CHT allo act | OX1R antag-1 | OX1R antag-2
# Cc1ccc(-n2c(SCC(=O)N3CCCC3)nc3c(c2=O)SCC3)cc1 in the list: i | 20 | -14
# CCC(=O)c1ccc(N2CCN(C(=O)Cc3ccccc3)CC2)c(F)c1 in the list: i | 27 | -8
# Cc1ccnc(NC(=O)CC(c2ccccc2)c2ccccc2)n1 in the list: i | 31 | -23
# Cc1ccc(O)c(C(=O)c2cnc3c(c2)CN(CCC(C)C)C(=O)N3)c1 in the list: i | 13 | -24
# O=C(CCC(=O)N(CC(=O)NC1CCCC1)c1ccc(F)cc1)Nc1nccs1 in the list: i | 16 | -13

# The list continues:
SMILES,CHT allo act,OX1R antag-1,OX1R antag-2
O=C(Nc1ccc2c(c1)OCO2)C1CCN(Cc2cnn(-c3ccccc3)c2-n2cccc2)CC1,i,16,-12
Oc1ccc2ccccc2c1C=Nc1ccccc1,i,-5,-5
Cc1ccc(S(=O)(=O)N2[C@@H](c3cccc(Cl)c3)C(C(=O)O)=CC[C@H]2c2ccc3c(c2)OCO3)cc1,i,83*,26
CCN(Cc1ccccc1)S(=O)(=O)c1ccc(C(=O)Nc2nnc(C3CC3)o2)cc1,i,37,-17
Cc1ccc2nc(-c3ccccc3)c(CC(=O)O)c(C(=O)O)c2c1,i,27,7
Cc1ccc(CNC(=O)CC(C)S(=O)(=O)c2ccc3c(c2)NC(=O)CS3)o1 (centres undefined),i,7,7
O=S(=O)(c1cccc(-c2cn3cccnc3n2)c1)N1CCOCC1,i,26,-8
COc1ccc(OC)c(C2C(C(=O)c3ccco3)=C(O)C(=O)N2Cc2cccnc2)c1 (centres undefined),i,29,-3
Cc1ccc(C)c(NC(=S)N(Cc2cccc(Br)c2)CC2CCC(C(=O)O)CC2)c1 (centres undefined),i,22,0
O=[N+]([O-])c1ccc(NCCCN2CCOCC2)c(Cl)c1,i,11,-16
C[C@H](CO)N1C[C@H](C)[C@@H](CN(C)S(C)(=O)=O)Oc2ccc(N(C)C)cc2C1=O,·,8,-18
COc1cc(C(=O)NCCCCCCNC(=O)c2cc(OC)c(OC)c(OC)c2)cc(OC)c1OC,i,4,-9
CN(C(=O)COC(=O)c1ccc(C#N)cc1)c1ccccc1,i,4,-8
CNC(=O)c1c(NC(=O)c2cccc(C)c2)sc2c1CCC2,i,44*,-18
CCSc1cnc(-c2ccccc2)n1CC,i,5,-2
Cc1ccc(CNS(=O)(=O)c2ccc3c(c2)n(C)c(=O)n3C)cc1,i,2,8
Cn1cc(C(=O)NCCO)c(=O)c2ccccc21,i,1,-12
Cc1ccc(NC(=O)NC(=O)COc2ccccc2C(N)=O)c(C)c1,·,1,-5
CC(C)CCNC(=O)C1CC(c2cccc([N+](=O)[O-])c2)=NO1 (centres undefined),i,28,-8
CCOC(=O)C1=C(N)Oc2cc(O)ccc2C1c1ccccc1 (centres undefined),i,2,-12
CCOC(=O)c1nn(-c2ccc(F)cc2)c2nc(Nc3ccccc3)cc(=O)n12,i,13,9
COc1ccc(C2CC(c3ccc(OC)cc3O)=NN2C(=O)c2ccccc2)cc1 (centres undefined),i,-10,-28
O=C(COc1ccc([N+](=O)[O-])cc1)Nc1cccc2nsnc12,i,14,-13
CCN(CC(=O)NC1CCS(=O)(=O)C1)c1ccc(S(C)(=O)=O)cc1[N+](=O)[O-] (centres undefined),i,32,-5
CCOC(=O)N1CCN(c2c(NCc3ccccc3Cl)c(=O)c2=O)CC1,i,6,-24

# Limited to OX1R antag-1 and CHT allo act (two entries from above):
mol | OX1R antag-1 | CHT allo act
O=[N+]([O-])c1ccc(NCCCN2CCOCC2)c(Cl)c1 | 11 | i
C[C@H](CO)N1C[C@H](C)[C@@H](CN(C)S(C)(=O)=O)Oc2ccc(N(C)C)cc2C1=O | 8 | ·

# Following part:
SMILES,CHT allo act,OX1R antag-1,OX1R antag-2
Cc1ccc(NC(=O)CNC(=O)c2ccco2)cc1,i,-12,6
O=C(NCc1ccc(F)cc1)c1ccc(NC(=O)C2CCCO2)cc1 (centres undefined),i,7,0
Cc1ccc(S(=O)(=O)N(C(=N)N)c2nc(N(C)C)nc(N(C)C)n2)cc1,i,7,-14
COc1ccc(-c2[nH]ncc2CNC(C)c2cn(C)nc2C)c(F)c1 (centres undefined),i,15,-6
Cc1c(Br)c(O)c(Br)c(O)c1/C=N/n1c(-c2ccccc2)n[nH]c1=S,i,44*,-14
CCOC(=O)CC(NC(=O)CCc1c(C)nc2nc(C)nn2c1C)c1ccc(OC(C)C)cc1 (centres undefined),i,2,-15
CCOc1ccc(NC(=O)c2ccccc2NS(C)(=O)=O)cc1,i,5,-14
CC1=CCC2C(=O)N(C(C)c3ccccc3)C(=O)C2C1 (centres undefined),i,8,-2
CCc1ccc(NC(=O)CNS(=O)(=O)c2c(C)noc2C)cc1,i,34,-6
C[C@H]1COC(=O)[C@@H](NC(=O)OCC2c3ccccc3-c3ccccc32)C/C=C\C[C@H](CC(=O)NCCO)C(=O)N1,·,13,-15
CN1/C(=C\C(=O)COC(=O)CN2C(=O)C3CC=CCC3C2=O)C(C)(C)c2ccccc21 (centres undefined),i,16,-1
O=C(Cc1cccs1)N/N=C/C=C/c1ccccc1[N+](=O)[O-],i,37,-16
